# VIM-2 inhibitor – inhibitors of Pseudomonas aeruginosa VIM-2 metallo-beta-lactamase. purified VIM-2, nitrocefin hydrolysis, epi-absorbance fluorescence. inhibition, % at 5.6 µM. hit rate 0.89% among 290,000. AID 1527;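 active = inhibition above the mean of all tested compounds plus 3 SD, cutoff set per screening run, cut at about 7.5% in these data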;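 also: red hydrolysis product quenches plate fluorescence so inhibitors raise well fluorescence; 0% = enzyme with DMSO and 100% = DMSO without enzyme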
# IMP-1 inhibitor – blocks Pseudomonas aeruginosa IMP-1 metallo-beta-lactamase; purified IMP-1, nitrocefin hydrolysis, epi-absorbance fluorescence; inhibition, % at 5.6 µM; hit rate 0.45% among 290,000; AID 1556;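 active = inhibition above the mean plus 3 SD of all compounds in the same screening run, cut at about 4.5% in these data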;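 also: 0% = IMP-1 with DMSO and 100% = DMSO wells lacking enzyme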
#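 Material – recombinant IMP-1 enzyme, purified · Amount – IMP-1 0.2 nM before substrate addition · Medium – HEPES buffer pH 7.1 with ZnSO4 and Brij 35 · Timing – 25 °C, 15 min preincubation, 25 min reaction · Measured by – plate fluorescence quenching by hydrolysis product, ex 480/em 530 nm · Read-out – percent enzyme inhibition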
# OXTR agonist – activates the human oxytocin receptor; CHO-OTR cells, Fluo-8 calcium fluorescence; normalized: DMSO 0%, oxytocin 100%; P30559; activation, % at 3 µM; AID 2435; hit rate 0.32% among 320,000;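 active = activation above the mean of all tested compounds plus 3 SD, cutoff set per screening run, cut at about 20% in these data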;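 also: peak over basal fluorescence ratio from a 100 s FLIPR kinetic read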
# DNA FID counter – displaces DNA intercalator in HCV helicase counter-screen; inhibition, % at 7.9 µM; DNA fluorescent intercalator displacement, fluorescence; hit rate 0.17% among 290,000; AID 1845; in the data active = inhibition above about 37%;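 also: 0% = vehicle and 100% = reference compound; higher means more ethidium bromide displaced from hairpin DNA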
# NS3 helicase inh – HCV NS3 helicase inhibition. AID 1800. inhibition, % at 10.9 µM. hit rate 0.56% among 290,000. NS3 helicase DNA unwinding, Cy5 molecular beacon fluorescence;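 active = inhibition above the mean of all tested compounds plus 3 SD, set per campaign, cut at about 35% in these data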;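 also: 0% = DMSO wells and 100% = thioflavine S control wells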
#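 Test system: hepatitis C virus NS3 helicase domain fragment enzyme. Also added: annealed dual-labelled DNA beacon duplex, ATP-started. Timing: 60 min unwinding reaction at 25 °C after ATP addition. Technique: Cy5 fluorescence. Measure: % inhibition of unwinding.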
# GalR3 antagonist – human GalR3 antagonism; AID 651719; inhibition, % at 3 µM; hit rate 0.44% among 360,000; HEK293 GalR3-CNG cAMP membrane potential fluorescence; galR3 body fused to GalR1 C-terminus; O60755;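 active = inhibition above the screen-wide average plus 3 SD, cut at about 13% in these data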;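 also: forskolin and galanin both at EC90 stimulate the cells; cAMP rise reported by CNG channel membrane potential dye signal; 0% = forskolin plus galanin with DMSO and 100% = forskolin alone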
# Target sequence (O60755 1-299 limits assumed): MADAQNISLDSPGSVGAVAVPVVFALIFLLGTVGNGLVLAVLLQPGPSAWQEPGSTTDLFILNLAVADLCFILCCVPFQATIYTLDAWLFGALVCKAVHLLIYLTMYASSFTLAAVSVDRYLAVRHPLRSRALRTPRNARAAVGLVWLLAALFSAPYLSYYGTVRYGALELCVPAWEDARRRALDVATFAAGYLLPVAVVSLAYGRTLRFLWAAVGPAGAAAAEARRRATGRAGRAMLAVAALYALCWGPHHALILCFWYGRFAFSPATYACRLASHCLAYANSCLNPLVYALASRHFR
# PHOSPHO1 block – blocks human PHOSPHO1 phosphatase activity. recombinant PHOSPHO1, absorbance phosphatase assay. inhibition, % at 13.3 µM. hit rate 1.1% among 290,000. Q8TCT1; in the data active = inhibition above about 60%
# Target sequence (Q8TCT1 whole entry, looked up): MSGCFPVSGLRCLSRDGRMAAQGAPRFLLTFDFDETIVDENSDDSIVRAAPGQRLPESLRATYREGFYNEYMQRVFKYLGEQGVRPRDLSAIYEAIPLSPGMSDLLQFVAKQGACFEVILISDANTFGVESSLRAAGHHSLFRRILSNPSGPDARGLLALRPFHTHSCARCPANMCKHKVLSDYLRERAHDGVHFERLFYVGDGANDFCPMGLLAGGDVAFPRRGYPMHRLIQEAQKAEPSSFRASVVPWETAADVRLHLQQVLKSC
# V1R ag counter – V1a receptor agonism, counter-screen for OXTR agonists. P37288. CHO-V1R cells, Fluo-8 calcium fluorescence, agonist mode; 0% DMSO, 100% 3 nM vasopressin. activation, % at 3 µM. hit rate 0.25% among 320,000. AID 2797;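 active = activation above the mean activation of all tested compounds plus 3 SD, per screening run, cut at about 20% in these data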;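 also: signal is peak over basal fluorescence ratio across a 100 second FLIPR read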
# Target sequence (P37288 whole entry, looked up): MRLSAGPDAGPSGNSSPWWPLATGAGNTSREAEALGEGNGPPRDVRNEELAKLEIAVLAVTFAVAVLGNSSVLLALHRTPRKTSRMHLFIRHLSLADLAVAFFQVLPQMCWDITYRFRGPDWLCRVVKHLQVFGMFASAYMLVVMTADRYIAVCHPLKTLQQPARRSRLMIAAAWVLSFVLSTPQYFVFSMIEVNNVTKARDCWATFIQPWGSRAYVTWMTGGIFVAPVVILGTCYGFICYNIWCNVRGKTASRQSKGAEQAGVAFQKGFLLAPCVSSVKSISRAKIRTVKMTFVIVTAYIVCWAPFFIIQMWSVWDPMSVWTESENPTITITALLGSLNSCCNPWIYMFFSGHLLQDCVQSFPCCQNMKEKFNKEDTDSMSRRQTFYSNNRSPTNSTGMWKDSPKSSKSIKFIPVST
# GPR7 antag – blocks human GPR7 receptor signaling | P48145 | GPR7-expressing cells, fluorescence antagonist assay | inhibition, % at 4.4 µM | hit rate 1.1% among 290,000 | AID 1861; in the data active = inhibition above about 16%, passing the limit was not always enough;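 also: cells stimulated with the agonist NPW; 0% = agonist with vehicle and 100% = vehicle without agonist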
# Starred values were filed as active, the others as inactive; / = no result given.
SMILES,VIM-2 inhibitor,IMP-1 inhibitor,OXTR agonist,DNA FID counter,NS3 helicase inh,GalR3 antagonist,PHOSPHO1 block,V1R ag counter,GPR7 antag
CCc1c(C)nc(N2CCN(Cc3ccccc3)CC2)[nH]c1=O,-3.0,-1.7,0.8,-5,-1,2,-23,2.5,7
O=C(CCSCCc1ccccn1)Nc1ccc(Cc2ccncc2)cc1,-1.1,-1.8,1.1,-33,-1,11,21,3.3,-6
O=S(=O)(NC1CCCC1)c1ccc(S(=O)(=O)N2CCCN(Cc3ccccc3)C2)cc1,-0.6,-2.4,3.6,1,-26,/,-7,5.4,6
COc1ccc(S(=O)(=O)NCCc2cn3cccc(C)c3n2)cc1OC,0.3,-2.2,0.9,1,-5,/,-6,1.6,2
CCCOc1ccc(-c2nc(C#N)c(N3CCN(C)CC3)o2)cc1,-2.0,1.7,1.2,9,-14,-5,9,0.7,4
COC(=O)CSc1nnc(CNC(=O)c2cccs2)n1-c1cccc(C)c1,-3.7,1.7,/,-10,2,-5,26,/,-13
CCC1CCCCN1CCCNC(=O)c1ccc2c(c1)c(C)c(C)n2CC (stereo unspecified),1.0,-2.7,0.2,10,-37,-8,32,-0.1,-7
CCOC(=O)CNC(=O)c1ccc(Br)s1,2.6,2.2,0.0,-2,-1,-6,15,-1.4,10
Cc1ccc(S(=O)(=O)N(C)CC(=O)OCC(=O)NC(c2ccccc2)c2ccccc2)cc1,-0.3,-0.1,-0.6,-27,-8,0,-12,-0.8,3
O=C1CN(C(=O)CSc2nncn2-c2ccccc2)c2ccccc2N1,-4.2,-4.2,0.9,-1,0,-6,21,0.8,-1
COc1ccc(CNC(=O)C(c2ccco2)N(C(=O)c2csnn2)c2cccc(C)c2C)cc1 (stereo unspecified),-5.1,-2.4,-2.3,-28,-1,1,7,-1.4,-2
Cn1cc(C(=O)N/N=C/c2cccc(O)c2)ccc1=O,0.6,-3.7,1.2,1,-1,-3,28,0.2,-3
COc1ccc(NC(=O)C/C(C)=N/NC(=O)C(=O)NC2CCCCC2)c(OC)c1,-5.7,-2.8,-1.4,-34,-6,-3,-3,-1.2,-2
CCOC(=O)N1CCC(NC(=O)c2ccc(OC)c(CN3CC(=O)N4CCCC4C3=O)c2)CC1 (stereo unspecified),-1.4,-1.2,-0.6,-25,-1,5,-25,-0.8,2
CC(=O)c1cccc(N2Cc3ccccc3C2=NC(=O)CCl)c1,-1.0,-1.5,0.2,-3,1,-4,4,1.1,-23
Cc1ccc(-c2nnc(NC(=O)Cc3ccc(F)cc3)o2)c(C)c1,-4.6,-0.8,-0.4,-21,30,/,26,0.4,-14
O=C(CSc1nccc(=O)[nH]1)Nc1ccc(Oc2ccccc2)cc1,0.1,-3.8,0.6,-11,-3,-3,5,2.0,-1
CCn1nc(C(=O)NNC(=O)COc2ccc(OC)cc2)c2ccccc2c1=O,-3.0,-2.1,-1.9,-12,-5,-4,5,0.1,-2
Cc1ccc(S(=O)(=O)c2ncccc2[N+](=O)[O-])cc1,-0.5,1.0,-0.9,-2,16,-1,-7,2.2,28
COC(=O)c1sc2cc(=O)n(-c3cccc(C(F)(F)F)c3)nc2c1O,-0.2,-0.8,-0.3,-25,1,-4,-70,-0.7,-4
CCO/C(C)=C1\N=C(c2ccc(Cl)cc2)OC1=O,-0.1,-1.4,-0.6,2,9,-3,16,-0.9,-4
O=C(Nc1ccccc1C(=O)Nc1ccc2c(c1)OCO2)c1ccco1,-1.5,-0.7,-1.2,-23,2,-1,15,-0.5,7
COc1ccc(CN(C)C2CCCCC2)cc1,-0.3,1.4,0.6,2,-1,/,-21,0.8,-4
CCC1=C(OC(=O)N(CC)CC)N2C(=O)OC(=NCCc3c[nH]c4ccccc34)[C@]2(C)[C@H]2C1=CC[C@H]1C(=O)N(C)C(=O)[C@H]12,/,/,0.5,/,/,-3,26,0.1,/
CCn1cc(CCC(=O)NCCc2ccccc2)c2ccccc21,-0.2,-3.2,-1.9,-29,-3,-8,30,-0.4,11
CCCc1nnc(NC(=O)CCC(=O)NC2CCCCC2)s1,-4.9,-2.6,1.0,-18,15,0,22,0.4,-13
Cc1ccc2cc(CCNS(=O)(=O)c3ccc(F)cc3)c(=O)[nH]c2c1,1.2,-2.2,-0.3,-11,-8,2,3,1.6,-5
Cc1ccc2c(cnn2C(=O)CCC(=O)N2CCCCC2C)c1 (stereo unspecified),-2.5,-1.8,-2.3,-34,4,/,5,-0.5,-7
CCC(C)NC(=O)CN1C(=O)CSc2ccc(S(=O)(=O)N3CCCC3)cc21 (stereo unspecified),-3.1,-1.6,-0.2,1,0,-8,13,-0.4,9
CC(=O)Nc1ccc(C(=O)OCC(=O)c2cccc([N+](=O)[O-])c2)cc1,-0.3,-1.0,2.9,4,-1,-3,6,0.8,-1
O=C(NC1CCN(C(=S)Nc2ccccc2Cl)CC1)C1CCCCC1,-4.4,-1.5,0.7,-18,5,-9,51,1.2,-4
Cn1c(SCC(=O)Nc2ccc(N3CCOCC3)cc2)nnc1-c1ccccc1,-3.8,0.1,0.3,1,3,-1,5,-0.3,-4
CSc1nc(N(C)C)nc(N(C#N)CCOC(C)=O)n1,-0.5,-2.7,0.0,-5,-6,-1,-18,-0.3,-7
N#CC1CN(C(c2ccccc2)c2ccccc2)C1,-1.1,0.4,-1.3,-3,-7,-5,24,-0.2,1
CCOc1ccc(S(=O)(=O)n2nc(C)cc2C)cc1,-2.0,-4.5,-0.4,-3,1,1,40,0.9,-13
CCOCc1nnc(NC(=O)COC)s1,-0.8,-1.7,-1.0,0,3,-5,35,0.3,15
C(=C\c1ccncc1)/c1ccccc1,-4.0,-3.5,-0.1,-2,-1,-3,-6,-0.7,10
CCN(CC)c1nc(N2CCN(C)CC2)nc2ccccc12,0.7,-3.5,-0.4,19,0,-13,14,0.2,-15
CCSc1nc(C)nc2sc(C)c(C)c12,-1.6,-1.8,0.7,-4,0,-4,38,0.3,-5
Oc1ccc(N=Cc2c(O)ccc3ccccc23)cc1,-0.7,-0.3,0.5,-3,-4,-10,24,-0.8,-7

# Profiles from above.
# `CCn1cc(CCC(=O)NCCc2ccccc2)c2ccccc21` as listed: VIM-2 inhibitor = -0.2; IMP-1 inhibitor = -3.2; OXTR agonist = -1.9; DNA FID counter = -29; NS3 helicase inh = -3; GalR3 antagonist = -8; PHOSPHO1 block = 30; V1R ag counter = -0.4; GPR7 antag = 11
# `CCSc1nc(C)nc2sc(C)c(C)c12` as listed: VIM-2 inhibitor = -1.6; IMP-1 inhibitor = -1.8; OXTR agonist = 0.7; DNA FID counter = -4; NS3 helicase inh = 0; GalR3 antagonist = -4; PHOSPHO1 block = 38; V1R ag counter = 0.3; GPR7 antag = -5
# `COc1ccc(CN(C)C2CCCCC2)cc1` as listed: VIM-2 inhibitor = -0.3; IMP-1 inhibitor = 1.4; OXTR agonist = 0.6; DNA FID counter = 2; NS3 helicase inh = -1; GalR3 antagonist = /; PHOSPHO1 block = -21; V1R ag counter = 0.8; GPR7 antag = -4

# In a second layout: 2 of the compounds above.
SMILES	VIM-2 inhibitor	IMP-1 inhibitor	OXTR agonist	DNA FID counter	NS3 helicase inh	GalR3 antagonist	PHOSPHO1 block	V1R ag counter	GPR7 antag
O=C(NC1CCN(C(=S)Nc2ccccc2Cl)CC1)C1CCCCC1	-4.4	-1.5	0.7	-18	5	-9	51	1.2	-4
Cn1c(SCC(=O)Nc2ccc(N3CCOCC3)cc2)nnc1-c1ccccc1	-3.8	0.1	0.3	1	3	-1	5	-0.3	-4

# Pulled by structure from the list above, 2 records:
SMILES,VIM-2 inhibitor,IMP-1 inhibitor,OXTR agonist,DNA FID counter,NS3 helicase inh,GalR3 antagonist,PHOSPHO1 block,V1R ag counter,GPR7 antag
CC(=O)Nc1ccc(C(=O)OCC(=O)c2cccc([N+](=O)[O-])c2)cc1,-0.3,-1.0,2.9,4,-1,-3,6,0.8,-1
CCn1cc(CCC(=O)NCCc2ccccc2)c2ccccc21,-0.2,-3.2,-1.9,-29,-3,-8,30,-0.4,11

# Later entries:
SMILES,VIM-2 inhibitor,IMP-1 inhibitor,OXTR agonist,DNA FID counter,NS3 helicase inh,GalR3 antagonist,PHOSPHO1 block,V1R ag counter,GPR7 antag
COc1cccc(CN2C(=NC(=O)C3CC3)SC3CS(=O)(=O)CC32)c1 (stereo unspecified),-0.3,0.1,1.1,-23,4,-9,53,0.4,1
CCCCNC(=O)CCC(=O)Nc1ccc2nc(N3CCCCC3)cc(C)c2c1,-1.8,-3.2,0.0,-1,-1,7,-8,-0.7,0
CCc1ccc(NC(=O)CSc2nnc(Cc3cccn3C)n2-c2ccc(OC)cc2)cc1,-5.3,-1.2,-1.6,-30,16,0,30,-0.7,-10
CCOC(=O)C(=O)Nc1ccc(S(=O)(=O)N2CCOCC2)cc1OC,-4.2,-5.5,-0.1,-2,3,-3,-5,0.7,-18
Cc1oc(-c2cccc(C(F)(F)F)c2)nc1CN1CCN(c2ccccn2)CC1,-2.0,-3.0,-2.1,-9,-9,-8,43,0.7,-1
CCOC(=O)c1cc(CC)sc1NC(=O)c1cc(OCC)c(OCC)c(OCC)c1,-2.5,-3.0,-0.2,-2,9,-6,-49,-0.8,4
O=C(O)CCN1C(=O)/C(=C/c2ccc(-c3nc4ccccc4s3)o2)SC1=S,0.1,-0.2,0.5,-1,18,3,101*,0.5,-5
CCN1C(=O)/C(=C2/C=Cc3ccccc3N2C)OC1=S,-3.4,-2.6,0.8,3,1,-3,65*,0.5,-10
Cc1cccc(NC(=O)c2ccc(NCC3CCCO3)c([N+](=O)[O-])c2)c1 (stereo unspecified),-1.1,-0.3,-0.5,2,-3,5,1,2.8,4
CC1CN(c2cc(-c3ccccc3)c3ccccc3n2)CC(C)O1 (stereo unspecified),-1.8,-2.3,-2.2,-10,-1,-2,-4,-0.8,-4
CCCc1nc([N+](=O)[O-])c(S(=O)(=O)c2ccccc2)n1CC(C)C,-2.2,-0.4,-1.8,-7,-1,-5,-10,-0.2,18
COc1ccc(OCCOCC(O)CN2CCOCC2)cc1 (stereo unspecified),-3.4,1.5,1.4,-4,-5,-5,-16,1.0,-15
CN(C)/C=C1\C(=O)Nc2ccccc21,-2.3,-1.1,0.1,0,2,2,8,0.2,-5
CC(=O)C1=C(C)N(Cc2ccccc2)C(=O)N[C@H]1CCc1ccccc1,1.2,-2.6,7.3,-26,-8,-5,18,7.2,6
COC(=O)CCSc1cc([N+](=O)[O-])cc2c1c(C1OCCO1)nn2-c1ccccc1,-1.2,-2.6,-0.2,3,-9,-2,-6,-0.1,-11
COc1ccccc1NS(=O)(=O)/C=C/c1ccccc1,-0.4,-1.6,-3.0,-5,-1,-5,-10,-1.1,4
Cc1nc(C)c(C(=O)Nc2ccc(C)c(F)c2)o1,-3.4,-3.9,-0.5,-11,0,-3,16,-0.4,-9
CCN(CC)c1ccc(/C=N\NC(N)=O)cc1,-0.3,-2.5,-1.9,0,2,3,-9,-1.2,-11
NC(=O)c1ccc(N2CCN(S(=O)(=O)c3ccccc3)CC2)c([N+](=O)[O-])c1,0.1,-1.6,15,1,7,32*,36,12,3
CC(=O)NC1=C(Nc2ccc(N(C)C)cc2)C(=O)c2ccccc2C1=O,-3.2,-4.7,-0.6,-6,24,-7,35,-0.9,-14
O=C(COc1ccc(-c2nnco2)cc1)NC1CCCc2ccccc21 (stereo unspecified),-1.5,-2.2,0.4,-27,-3,0,10,0.7,8

# From PubChem
